# Screens (PubChem)
# M1 ag: human M1 muscarinic receptor agonists, primary screen, Fluo-8 calcium fluorescence, CHO-K1 cells, HTS | Muscarinic acetylcholine receptor M1 (Homo sapiens), P11229 | CHO-K1 hM1, agonist mode; 0% DMSO, 100% acetylcholine EC100 | activation, % at 3 µM | hit rate 0.33% among 360,000 | AID 588814, 2011;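 active = activation above the run's mean compound activation plus 3 SD, cut at about 16% in these data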;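 note: peak over basal fluorescence ratio within a 140 s kinetic read after compound addition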
# Target sequence (P11229 whole entry, looked up): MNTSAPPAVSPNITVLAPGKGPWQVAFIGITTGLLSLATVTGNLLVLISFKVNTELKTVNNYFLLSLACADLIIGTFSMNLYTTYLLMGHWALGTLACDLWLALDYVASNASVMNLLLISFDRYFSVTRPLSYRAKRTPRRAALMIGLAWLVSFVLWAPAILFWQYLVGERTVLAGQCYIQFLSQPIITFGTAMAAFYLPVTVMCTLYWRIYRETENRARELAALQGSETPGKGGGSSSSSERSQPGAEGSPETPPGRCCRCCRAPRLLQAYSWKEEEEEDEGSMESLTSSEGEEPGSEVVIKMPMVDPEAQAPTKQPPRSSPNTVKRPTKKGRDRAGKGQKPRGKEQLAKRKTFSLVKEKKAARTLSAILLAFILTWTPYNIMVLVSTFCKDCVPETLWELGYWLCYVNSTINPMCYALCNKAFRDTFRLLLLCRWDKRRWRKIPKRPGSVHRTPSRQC
# CHRM1 PAM: human M1 muscarinic receptor positive allosteric modulators, primary screen, CHO-K1 cells, Fluo-8 calcium fluorescence, 1536-well; Muscarinic acetylcholine receptor M1 (Homo sapiens), P11229; CHO-K1 hM1, ACh EC20; 0% = ACh EC20, 100% = maximal ACh; activation, % at 3 µM; hit rate 0.088% among 360,000; AID 588819, 2011; in the data active = activation above about 19%, passing the limit was not always enough
# CHRM4 agonist: human M4 muscarinic receptor agonists, primary screen, CHO-K1 cells, Fluo-8 calcium fluorescence. activation, % at 3 µM. hit rate 0.14% among 360,000. CHO-K1 hM4/Gqi5; vehicle 0%, full acetylcholine response 100%;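 active = activation above the run mean over all test wells plus 3 SD, cut at about 32% in these data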;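 note: peak over basal fluorescence ratio per well then scaled between controls; 0% = DMSO wells and 100% = acetylcholine at EC100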
# CHO-K1 Ca antag: nonselective inhibitor or artifact in parental CHO-K1 cells. ATP-induced calcium, Fluo-8 fluorescence. hit rate 0.6% among 360,000. inhibition, % at 3 µM;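 active = inhibition above a per-plate cutoff, the plate's mean sample inhibition plus 3 SD, cut at about 24% in these data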;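 note: 0% = DMSO plus EC80 ATP and 100% = DMSO alone without ATP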
# M1 antag: human M1 muscarinic receptor antagonists, primary screen, CHO-K1 cells, Fluo-8 calcium fluorescence, 1536-well; CHO-K1 hM1, ACh EC80 antagonist; inhibition, % at 3 µM; hit rate 1.3% among 360,000; AID 588852, 2011;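 active = percent inhibition above its own plate's cutoff, namely the mean of that plate's compound wells plus 3 SD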;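 note: peak over basal fluorescence ratio during 140 s after agonist addition; 0% = ACh EC80 plus DMSO and 100% = DMSO alone without agonist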
# M4 antag: human M4 muscarinic receptor antagonists, primary screen, CHO cells, Fluo-8 calcium fluorescence; CHO-hM4 cells, ACh EC80; hit rate 0.73% among 360,000; Muscarinic acetylcholine receptor M4 (Homo sapiens), P08173; inhibition, % at 3 µM;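 active = inhibition above its plate's cutoff, the mean inhibition of sample wells plus 3 SD, cut at about 27% in these data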;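 note: 0% = acetylcholine EC80 with DMSO and 100% = DMSO without agonist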
# CHO-K1 Ca ag: counter-screen for M1 agonists: effect in parental CHO-K1 cells; Fluo-8 calcium fluorescence; scaled to maximal ATP response, vehicle zero; activation, % at 3 µM; hit rate 0.48% among 360,000; AID 602248, 2012; in the data active = activation above about 15%;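 note: untransfected CHO-K1 host cells lacking M1 receptor as counterscreen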
# OXTR potentiator: human OXTR potentiators, primary screen, fluorescence, CHO-OTR cells, Fluo-8 calcium; hit rate 0.061% among 320,000; Oxytocin receptor (Homo sapiens), P30559; Fluo-8 calcium fluorescence, potentiator mode; 0% = oxytocin EC15, 100% = EC100; activation, % at 3 µM;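 active = activation above that plate's cutoff, the mean activation of tested compounds plus 3 SD, cut at about 6.6% in these data, passing the limit was not always enough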;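 note: 100% uses oxytocin at 75 nM as the full agonist control; some results filed as inactive read as strong as hits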
# Target sequence (P30559 whole entry, looked up): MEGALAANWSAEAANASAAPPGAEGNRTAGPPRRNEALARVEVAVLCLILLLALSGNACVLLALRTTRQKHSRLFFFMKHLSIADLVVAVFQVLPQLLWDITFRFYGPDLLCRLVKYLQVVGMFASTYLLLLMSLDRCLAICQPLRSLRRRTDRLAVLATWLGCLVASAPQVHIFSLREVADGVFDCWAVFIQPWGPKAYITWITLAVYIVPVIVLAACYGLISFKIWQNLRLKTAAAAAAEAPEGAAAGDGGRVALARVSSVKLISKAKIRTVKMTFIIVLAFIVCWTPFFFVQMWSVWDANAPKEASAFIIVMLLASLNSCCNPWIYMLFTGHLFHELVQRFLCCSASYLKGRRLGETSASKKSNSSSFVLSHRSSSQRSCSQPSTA
#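 Assay system: CHO cell line stably expressing human OTR | Also added: Oxytocin at about EC15, sub-maximal agonist stimulus | Times: Compound 6 min at room temperature before oxytocin, 100 s read | Measured by: Fluo-8 intracellular calcium fluorescence, ex 470-495, em 515-575 nm | Controls: EC15 oxytocin alone as 0%, 75 nM oxytocin as 100%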
# CHO parental Ca: ATP-evoked calcium signal inhibitors, parental CHO, primary screen, counter-screen for OX1R antagonist project, cell-based, fluorescence, Fluo-8 calcium dye; parental CHO-K1, ATP-induced calcium, Fluo-8 fluorescence; inhibition, % at 5.6 µM; hit rate 0.63% among 330,000; AID 463079, 2010;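 active = inhibition above that plate's mean sample inhibition plus 3 SD, cut at about 26% in these data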;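 note: 0% = ATP-challenged DMSO wells and 100% = DMSO wells without ATP; some compounds past the cut are filed as inactive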
#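 Assay system: untransfected parental CHO cell line. Also added: ATP agonist challenge. Dosing: one dose, 5.6 µM nominal. Measured by: Fluo-8 fluorescence. Read-out: % inhibition. Benchmarks: ATP wells versus no-ATP DMSO wells. Repeats: no replicates.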
# An asterisk follows results filed as active; nt = not tested or not shown.
SMILES,M1 ag,CHRM1 PAM,CHRM4 agonist,CHO-K1 Ca antag,M1 antag,M4 antag,CHO-K1 Ca ag,OXTR potentiator,CHO parental Ca
COc1ccc(C2NC(Cc3ccccc3)(C(=O)O)C3C(=O)N(c4ccccc4OC)C(=O)C23)cc1 (stereo not given),-3,6,1,4,5,-1,0.1,-6,3
COc1ccc(N2CCN(C(=O)C(=O)c3cn(CC(=O)N4CCCC4)c4ccccc34)CC2)cc1,-3,11,1,-15,-13,-2,0.9,nt,nt
Cc1ccc(S(=O)(=O)N2CC=C(c3c(C)n(C)c4ccccc34)CC2)cc1,-7,6,1,-7,-5,6,1.4,-10,-1
O=C(CCc1nnc2n(Cc3ccc(F)cc3)c(=O)c3ccccc3n12)NCCCN1CCOCC1,-3,1,13,-3,1,8,3.8,0,-21
CC(C)C(=O)N1CCN(c2ccccc2NC(=S)NC(=O)Cc2ccccc2)CC1,-2,3,4,-15,-5,-5,1.3,-7,-22
O=C(CSc1cc(Cl)ccc1Cl)NCC1CCCO1 (stereo not given),-5,0,0,6,2,-4,0.0,0,2
CC1(C)CC2CC(C)(CN2C(=O)COC(=O)c2n[nH]c(=O)c3ccccc23)C1 (stereo not given),0,-3,13,3,22,-3,4.6,-21,-15
Cc1ccc(S(=O)(=O)N(C)C)cc1NC(=O)CCNC(=O)c1ccccc1Cl,-4,2,1,-7,-11,-4,1.5,-5,-7
CC(C)OC(=O)c1c(F)c(F)c(N2CCOCC2)c(F)c1F,1,-2,3,-27,-5,-20,1.7,-6,-3
CCN1CCN(c2cc(C)c3cc(NC(=O)c4cc(OC)cc(OC)c4)ccc3n2)CC1,-7,-2,0,-11,4,6,1.5,-4,6
COc1ccc(-c2cc(C(=O)NCCc3ccc(S(N)(=O)=O)cc3)c3ccccc3n2)cc1,-3,-2,16,-6,17,3,4.5,-6,-1
O=C(Oc1cccc2cccnc12)c1ccc(Br)o1,-2,4,1,-14,-15,-9,0.6,-4,-10
CCOC(=O)CSCc1nc(-c2ccc(Cl)cc2)oc1C,-13,-2,0,-1,-5,4,-0.3,0,-11
CC1Cc2ccccc2N1C(=O)COC(=O)c1ccc(O)cc1 (stereo not given),1,11,1,7,-10,2,0.9,-12,-10
O=C(CSc1ccccn1)c1ccc(F)cc1,-8,-9,0,3,7,-7,-0.6,3,-16
Cc1ccc(NC(=O)C(C)Sc2nc(=O)cc(N)n2-c2ccccc2)cc1 (stereo not given),-4,9,0,-12,-12,-2,0.1,-5,-24
CCOc1cc(/C=N\NC(=O)Cn2nc([N+](=O)[O-])cc2C)ccc1OCc1cccc2ccccc12,-3,-6,1,2,-12,4,0.4,-5,2
CCNNC(=O)C(O)(Cc1ccccc1)Cc1ccccc1,-3,8,0,-6,-14,-1,0.8,-1,-8
COc1ccc(S(=O)(=O)N2CCOCC2)cc1NC(=O)c1ccncc1,-2,4,0,-7,-2,0,0.1,1,-1
CCCCCn1c(=O)[nH]c2cc(C(=O)N3CCN(Cc4ccc5c(c4)OCO5)CC3)ccc2c1=O,-1,-2,5,-7,13,5,3.4,-19,-1
O=C(NCc1cccnc1)c1ccc(NS(=O)(=O)c2cccc([N+](=O)[O-])c2)cc1,-8,-3,1,0,-1,-5,0.1,-1,-5
O=C(Nc1ccc([N+](=O)[O-])cc1Br)c1cc2ccccc2nc1Cl,-2,6,1,-20,-11,-8,1.6,-3,-13
COc1ccc(OC)c(S(=O)(=O)N2CCC(C(=O)NCC3CCCO3)CC2)c1 (stereo not given),-2,8,0,-2,-7,5,4.0,-10,-2
Cn1c(=O)n(C)c2cc(/C=N/NC(=O)c3cccc(Br)c3)ccc21,-2,7,4,-5,-9,-9,2.0,-2,-11
CCc1cc(CNC(=O)C2CCC(=O)N(CCc3cccc(F)c3)C2)on1 (stereo not given),2,9,1,-10,-2,1,0.6,nt,nt

# Random excerpt: 4 entries already listed.
SMILES,M1 ag,CHRM1 PAM,CHRM4 agonist,CHO-K1 Ca antag,M1 antag,M4 antag,CHO-K1 Ca ag,OXTR potentiator,CHO parental Ca
CCOC(=O)CSCc1nc(-c2ccc(Cl)cc2)oc1C,-13,-2,0,-1,-5,4,-0.3,0,-11
COc1ccc(OC)c(S(=O)(=O)N2CCC(C(=O)NCC3CCCO3)CC2)c1 (stereo not given),-2,8,0,-2,-7,5,4.0,-10,-2
COc1ccc(C2NC(Cc3ccccc3)(C(=O)O)C3C(=O)N(c4ccccc4OC)C(=O)C23)cc1 (stereo not given),-3,6,1,4,5,-1,0.1,-6,3
O=C(Oc1cccc2cccnc12)c1ccc(Br)o1,-2,4,1,-14,-15,-9,0.6,-4,-10

# Next section.
SMILES,M1 ag,CHRM1 PAM,CHRM4 agonist,CHO-K1 Ca antag,M1 antag,M4 antag,CHO-K1 Ca ag,OXTR potentiator,CHO parental Ca
N#Cc1c(NC(=S)NC(=O)C2CCCC2)sc2c1CCCCC2,-8,-6,1,15,6,7,0.0,-5,1
COc1ccc(CN(C)S(=O)(=O)c2nnc(NC(=O)c3cccc(OC)c3)s2)cc1,0,0,11,5,-2,1,8.3,-11,-11
COc1ccccc1N(CC(=O)NC1CCCCC1)C(=O)CCC(=O)Nc1ccccn1,-1,0,1,-8,-21,7,0.6,-9,-24
CC(C)(C)C1CCC2(CC1)C(C#N)=C(SCC(=O)Nc1ccccc1)NC(=O)C2C#N (stereo not given),5,-12,15,27*,20,1,10,-19,11
CN(CCC#N)C(=O)CSc1nnc(-c2ccco2)n1N,-4,9,1,-9,-3,0,1.1,-22,3
CC(=O)Nc1ccc(NC(=O)COC(=O)c2ccccc2SCC(=O)N2CCCC2)cc1,0,12,3,-5,-11,-1,2.3,0,-9
Cc1nc2ccccc2c2oc(C(=O)Nc3ccc(C(C)C)cc3)cc12,-4,1,0,25*,10,-6,0.1,-13,-42
Cc1cc(C)cc(N(CCC(=O)Nc2nnc(C)s2)S(=O)(=O)c2ccc(Cl)cc2)c1,-6,9,0,-12,-5,2,0.0,-7,-19
N/C(=N\OC(=O)C1CCCCC1)c1ccncc1,-7,8,1,-3,-14,-6,0.5,-10,-6
COc1cccc(Nc2nnc(Cc3cccnc3)c3ccccc23)c1,5,11,0,-8,-11,-4,-0.8,-1,2
N#C/C(=N\Nc1cccc2ccccc12)c1nnc2n1CCCCC2,-10,2,1,-3,-4,7,-0.3,8,-13
O=C(Cc1ccc(Cl)cc1)NCCS(=O)c1ccc(Cl)cc1 (stereo not given),-4,5,1,-8,-6,0,0.9,-9,2
COc1cccc(C(=O)Nc2cc(S(=O)(=O)N3CCCCC3)ccc2OC)c1,-2,2,13,-4,8,-7,4.0,-16,-1
Cc1nn2c(=O)cc(CSCC(=O)Nc3ccccc3F)nc2s1,-3,5,1,-5,-1,12,0.8,-7,-14
Oc1c(Cl)cc(Oc2cc(Cl)c(O)c(CN3CCOCC3)c2)cc1CN1CCOCC1,-3,0,4,-2,5,3,0.9,nt,nt
CNC(=O)c1c(Cl)cnn1-c1ccc(C)cc1,-8,8,1,-8,-5,-5,0.5,2,-7
CCC(c1nnnn1Cc1cccs1)N1CCN(C2CCCC2)CC1 (stereo not given),-6,-1,3,-8,6,-6,0.9,-2,-2
CN1C2C(Br)CCCCN2c2ccc(F)cc2S1(=O)=O (stereo not given),-2,9,1,-16,-10,1,0.8,-6,0
CCCCNc1nc2c(c(=O)n(C)c(=O)n2C)n1Cc1cccc(OC)c1,-2,8,-1,-6,-1,9,0.8,2,19
CCNCC(=O)N1c2ccccc2CCc2ccc(NC(=O)OCC)cc21,-8,2,2,-9,-10,4,0.1,-4,-25
COc1ccccc1C1=NC(c2ccc(F)cc2)N=C1C (stereo not given),-11,1,-1,-6,-8,-2,0.8,1,-13
CCOc1ccccc1CNS(=O)(=O)c1cc(-c2cc(C)no2)ccc1OC,-4,2,0,-22,-7,-1,4.0,-11,-14
CC[C@@H](C)[C@H](CN[C@H](CNC)[C@@H](C)O)NCCc1ccc(OC)cc1,-4,-6,1,0,11,2,0.1,-3,-3
Cc1ccc(NC(=O)COC(=O)CCc2nc3ccccc3n2-c2ccccc2)c(C)c1,-5,7,0,-3,-8,4,-0.2,-3,-15
c1ccc(-n2ncc3c2ncn2nc(CSc4nc5ccccc5s4)nc32)cc1,-3,8,1,-8,-17,-5,0.2,-5,0

# The list goes on.
SMILES,M1 ag,CHRM1 PAM,CHRM4 agonist,CHO-K1 Ca antag,M1 antag,M4 antag,CHO-K1 Ca ag,OXTR potentiator,CHO parental Ca
O=C(Cn1cnc2ccc(Cl)cc2c1=O)c1cccs1,-3,-1,0,-2,7,10,0.0,-10,-19
Cc1nc2c(C)cccc2cc1C(=O)N/N=C/c1ccc(C(=O)O)cc1,-8,7,1,-8,1,-2,0.8,-1,-5
Cc1cc(C)c2nc(NC(=O)c3cc(C)on3)sc2c1,-1,3,0,10,2,4,0.0,-12,-5
CCOC(=O)C1(CC2CC2)CCN(Cc2cnc(N(C)C)s2)CC1,-5,-10,3,-11,8,-26,2.4,1,-28
COc1ccccc1CCNS(=O)(=O)c1cn(C)c(=O)n(C)c1=O,-3,4,0,-25,-8,-20,1.0,-4,-9
CC(N=C1NS(=O)(=O)c2ccccc21)C(=O)N1CCc2ccccc2C1 (stereo not given),-4,8,2,-11,1,1,0.4,-2,-5
CCOC(=O)C(=Cc1cn(C)c2ccc(S(=O)(=O)N(C)C)cc12)C(=O)OCC,-1,2,1,0,-1,-3,0.3,5,1
O=C(CSc1ccc(-c2ccc(Cl)cc2)nn1)N1CCCc2ccccc21,-9,4,-1,-10,-7,-2,-0.2,-6,-40
CSc1nc(C(C)C)ccc1CNC(=O)CC(C)c1ccccc1 (stereo not given),-7,-7,0,-20,5,3,-1.9,-16,-21
COCCNC(=S)Nc1ccc2nsnc2c1,-2,6,1,-12,-4,-3,0.9,-14,5
Cc1cc(C)cc(NC(=O)NN2C(C)CCCC2C)c1 (stereo not given),-2,3,-1,2,-2,10,4.2,-3,-14
O=C(NCc1ccccc1)c1ccc(S(=O)(=O)C(F)F)cc1,-2,-7,1,-3,-7,11,0.5,-10,-4
C=CCN1C(=O)C(CC(=O)Nc2ccc(OCCC)cc2)N(CCCN2CCN(Cc3ccccc3)CC2)C1=S (stereo not given),-5,11,0,-12,-1,14,-0.6,-7,4
CCOC(=O)/C(=N\Nc1cc(C(F)(F)F)ccc1Cl)N(CC)CC,-7,10,-1,1,-9,6,1.0,-1,2
CC(C)(C)[C@]1(O)CCN2C[C@H]3c4ccccc4CCc4cccc(c43)[C@@H]2C1,1,4,3,-18,-32,-15,2.2,-1,-25
O=C(NC1CCCCCC1)c1cc(-c2ccccn2)nc2ccccc12,-6,-12,5,8,8,2,2.1,0,-24
COc1cc(C(=O)Nc2c(C)cc(C)cc2C)c([N+](=O)[O-])cc1OC,1,9,2,-11,-9,-8,0.9,1,-18
